MsrA act: bovine methionine sulfoxide reductase A activation; purified bovine MsrA, absorbance read-out; activation, % at 10.6 µM; 0.3% of 360,000 active; in the data active = activation above about 7.5%;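 also: 0% = vehicle and 100% = reference activator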
E coli Lon inh: inhibitors of E. coli Lon protease. P0A9M0. 0.42% of 360,000 active. inhibition, % at 7.94 µM. purified E. coli Lon protease, fluorescence polarization; in the data active = inhibition above about 13%, passing the limit was not always enough;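 also: 0% = enzyme with probe and DMSO and 100% = no enzyme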
FAS TE block: FAS thioesterase (human) inhibition; P49327; recombinant FAS-TE, OMFH fluorogenic substrate, fluorescence endpoint; inhibition, % at 15 µM; 0.67% of 360,000 active; AID 602261;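 active = compounds whose normalised, plate-corrected inhibition of enzyme fluorescence in the single-dose primary screen is 50% or more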;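 also: 0% = DMSO with enzyme and 100% = substrate without enzyme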
Rin1 Abl inh: blocks binding of human Rin1 to Abl; 0.4% of 360,000 active; AID 588664; TR-FRET Rin1/Abl binding, biochemical; inhibition, % at 7.35 µM; P00519+Q13671; in the data active = inhibition above about 5%, passing the limit was not always enough
MT1-MMP act inh: inhibitors of human MT1-MMP activation; HT1080 RFP-PRO-GFP cells, GFP/RFP ratio fluorescence, overnight; percent of plate control window, DMSO zero; 0.061% of 360,000 active; GFP/RFP ratio change, % at 20 µM;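 active = GFP/RFP ratio change of at least 30% with cell ATP level not reduced by more than half and red fluorescence within 50% of control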; also: strong numbers were not always called active
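Assay system: HT1080 cells carrying an RFP-PRO-GFP reporter | Dosing: Single dose of 20 µM compound, 1% DMSO final | Incubation: Cells overnight before dosing, compound overnight, 37 °C, 5% CO2 | Evaluation: GFP/RFP fluorescence ratio | Control set: DMSO and RFP-L50D-GFP cell wells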
CendR NRP1 mod: NRP-1/CendR interaction modulation | O14786 | FAM-RPARPAR peptide binding to NRP-1, fluorescence polarization | inhibition, % at 25 µM | 0.85% of 360,000 active | AID 602438;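 active = inhibition or corrected inhibition above about 18%, plus a signal ratio from 0.5 to 1.5, limit read from the data, passing the limit was not always enough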; also: strong numbers were not always called active
Neddylation inh: blocks human cullin neddylation | 0.58% of 360,000 active | AID 651699 | P61081+Q13564 | calls only at 25 µM | TR-FRET cullin neddylation, biochemical; in the data active = inhibition above about 36%
SKN-1 block: blocks SKN-1 activity in C. elegans; inhibition, % at 21.8 µM; 0.49% of 360,000 active; C. elegans VP596 Pgst-4::GFP/RFP ratio, acrylamide-induced, 24 h;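 active = interference check ratio from 0.5 to 1.5 plus GFP to RFP signal ratio inhibition reaching or exceeding a fixed threshold, cut at about 30% in these data, passing the limit was not always enough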; also: some compounds called inactive have numbers as strong as hits
MsrA inh: inhibitors of bovine MsrA | purified bovine MsrA, absorbance read-out | inhibition, % at 15.5 µM | 0.75% of 360,000 active; in the data active = inhibition above about 4.5%;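 also: 0% = vehicle wells with enzyme and 100% = reference inhibitor wells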
Active calls of the source: *; i = inactive; / = no result given.

SMILES	MsrA act	E coli Lon inh	FAS TE block	Rin1 Abl inh	MT1-MMP act inh	CendR NRP1 mod	Neddylation inh	SKN-1 block	MsrA inh
Cc1nnc(NCc2n[nH]c(=O)c3ccccc23)c2ccccc12	-1	1	-7	1	6	-11	i	-1	1.0
CCn1c(=O)c(C(=O)NCc2ccccc2OC)c(O)c2ccccc21	3	-2	17	-2	-1	-12	i	5	-0.1
CCCCn1c(N)c(N(CCOC)C(=O)c2ccc(Cl)c(S(=O)(=O)N3CCCC3)c2)c(=O)[nH]c1=O	6	-9	3	0	-4	2	i	-3	-0.5
COC(=O)c1cccc(S(=O)(=O)N(Cc2ccco2)Cc2cc3ccc(OC)cc3[nH]c2=O)c1	-1	8	-13	3	1	-4	i	8	0.3
O=C(OCCc1cc2ccccc2c(=O)o1)c1ccc(F)cc1	-1	-3	20	5	2	-19	i	-3	0.7
COC(=O)CNC(=O)CN1C(=O)NC2(CCCc3ccccc32)C1=O (configuration not stated)	-3	-5	1	2	1	7	i	14	-1.0
COc1ccc(N2CC(NC(=O)c3ccc4ccccc4c3)CC2=O)cc1OC (configuration not stated)	11*	1	6	1	3	3	i	8	-0.7
Cc1ccsc1/C=N/N=C/c1sccc1C	-2	-6	26	-1	-1	10	i	2	1.8
COc1cccc(CNc2nc3ccccc3n2C(C)C)c1O	-3	-3	2	-6	-7	-4	i	3	-1.5
CN(CCOc1ccc(Cl)cc1)CC(=O)Nc1ccc(OC(F)F)cc1	-3	-4	28	3	6	4	i	-3	-0.7
Cc1ccccc1NC(=O)CSc1nc2cc3c(cc2cc1C)CCC3	-4	-3	18	2	-17	-12	i	-2	-0.6
O=C(NNc1cc(Cl)cc(Cl)c1)c1c(F)cccc1Cl	-4	-7	13	5	0	13	i	-11	-0.2
CN(c1ccccc1C(=O)Nc1cccc([N+](=O)[O-])c1)S(C)(=O)=O	-3	4	-6	1	-7	7	i	-5	-0.2
O=C(c1ccccc1)c1nn(-c2cccc(Cl)c2)ccc1=O	1	-2	1	-2	2	-15	i	11	0.8
COC(=O)Cc1c(C)c2ccc(OC3CCCCC3=O)cc2oc1=O (configuration not stated)	-1	2	-5	-1	4	-1	/	-9	1.5
CCc1noc(C)c1C(=O)N1CCCC(CCC(=O)NCc2ccc(F)c(F)c2)C1 (configuration not stated)	-2	0	-1	3	-6	3	i	7	-0.8
O=C1Cc2cc(NS(=O)(=O)c3ccc(F)cc3)cc3c2N1CCC3	-2	5	-7	0	7	-13	i	-1	0.0
CC(=O)c1ccc(NC(=O)Nc2ccc(Br)cc2C)cc1	-6	1	-3	-1	-3	22	i	-5	-0.3
COc1ccc(NC(=S)Nc2nc(CC(=O)Nc3ccccc3OC)cs2)cc1	-3	7	16	2	8	-6	i	5	0.7
COc1ccc(CCN(Cc2cccs2)S(=O)(=O)c2ccc(-n3cnnn3)c(OC)c2)cc1OC	-2	0	20	1	4	-7	i	14	2.2
O=C(c1ccc(Br)o1)N(c1ccc(Br)cc1)C1C=CS(=O)(=O)C1 (configuration not stated)	-15	-6	2	0	2	16	i	-3	0.5
O=C(Nc1ccc(S(=O)(=O)N2CCOCC2)cc1)c1ccc(F)cc1	-1	3	3	-2	2	-13	i	5	0.2
O=C(COc1ccc2c3c(c(=O)oc2c1)CCC3)N[C@@H](Cc1ccccc1)C(=O)O	-2	-5	0	-3	4	-4	i	-5	1.0
COc1ccc(CN2C(=O)CN(S(C)(=O)=O)CC2(C)C(=O)NCc2ccccc2)cc1OC (configuration not stated)	/	/	/	/	6	13	i	6	-0.5
CSc1ccccc1-c1ccc2nccn2c1	-5	1	-10	-11	-3	10	i	2	-0.3
CS(=O)(=O)N1CCN(c2ccc([N+](=O)[O-])c(SCc3ccco3)c2)CC1	-5	1	21	-4	-1	7	i	-3	1.8
O=C1CC(O)(C(F)F)Oc2ccc3ccccc3c21 (configuration not stated)	-3	8	-1	-2	-5	3	/	-5	2.0
CC(C)(C)NC(=O)NC(=O)COC(=O)CNC(=O)c1cccc(F)c1	-5	-2	-5	-2	4	-13	i	-23	-0.3
Cn1nc(N)c2c(-c3ccc(Cl)cc3)c(C#N)c(N)nc21	-5	0	20	-3	3	-5	i	1	1.8
COc1cccc(NC(=O)Cn2c(CCC(=O)O)ccc2-c2cccs2)c1	-14	-5	-6	6	/	-28	i	8	2.8
CCOC(=O)Cn1c(-c2ccccc2)cc(SC)c(C#N)c1=O	-9	2	25	1	1	13	i	-1	0.6
CN(Cc1ccco1)C(=O)CSc1nc(C2CC2)n(-c2ccccc2)n1	-2	-8	-2	-2	-3	1	i	4	1.0
O=C(OCc1ccccc1Cl)c1cccnc1Cl	-1	-2	7	3	8	-3	i	4	2.0
CCn1c(SCC(=O)Nc2ccccc2OC)nc(O)cc1=O	-6	5	-3	0	0	-6	i	-2	0.3
Oc1ccc(CNCC2COc3ccccc3O2)cc1 (configuration not stated)	-10	-5	-3	1	8	5	i	1	0.4
COc1cc2c(cc1OC)C(c1ccc([N+](=O)[O-])cc1)NC(=O)C2 (configuration not stated)	-1	-4	1	-1	3	-14	i	-20	0.9
COc1ccc(/C=N/NC(=O)c2ccc(Cl)cc2Cl)cc1COC(C)=O	3	-5	5	-1	-6	-4	i	-1	2.3
O=C(CN(Cc1cccs1)C(=O)CNS(=O)(=O)c1ccc(F)cc1)NCC1CCCO1 (configuration not stated)	-2	7	-4	-1	2	11	i	5	0.9
CCOc1ccccc1NC(=S)NCc1ccco1	-1	-8	-3	-4	-6	-15	/	12	0.8
Cc1ccc(S(=O)(=O)NNC(=S)Nc2ccccc2)cc1	1	22*	-8	0	1	-3	i	24	1.6
Cc1ccc(-c2cc(C(F)(F)F)n3ncc(C(=O)O)c3n2)cc1	-3	4	-1	1	3	19	i	4	1.5
O=C1CSC(=Nc2cccc(Cl)c2Cl)N1	-1	-4	-1	-2	-7	-1	i	19	-0.9
CC(=O)Nc1ccc(-c2csc(NC(=O)Nc3ccccc3)n2)cc1	-3	2	7	-1	-5	6	i	2	0.4
COc1cc2c(cc1OC)[C@@H](NC(=O)C(C)C)[C@H](O)C2	-2	-1	-12	0	-1	-1	i	2	-0.8
COc1cccc(-c2cc(NC=O)c3ncc(-c4ccc(OC)c(OC)c4)n3c2)c1	-3	-34	16	-5	-5	-13	i	0	1.2
NC(=O)c1cc(S(=O)(=O)NC2CCCCC2)co1	0	-7	-6	-2	4	-3	i	11	0.1
Cc1cc[n+](-c2[nH]c(=O)sc2/C=N/NC([S-])=Nc2ccccc2)cc1	-12	63*	-26	-6	-59	55*	i	-18	3.8
CC(C)(C)NC(=O)COC(=O)c1ccccc1C(=O)c1ccccc1	0	7	1	0	-3	0	i	11	-1.2
COc1ccc(NC(=O)Nc2cccc(OC)c2)cc1	-8	3	-3	0	3	12	i	-2	0.5
CCN(C(=O)COC(=O)c1cccc2ccccc12)c1c(N)n(Cc2ccccc2)c(=O)[nH]c1=O	-7	-2	-6	3	-8	4	i	2	-0.3

More entries:
SMILES	MsrA act	E coli Lon inh	FAS TE block	Rin1 Abl inh	MT1-MMP act inh	CendR NRP1 mod	Neddylation inh	SKN-1 block	MsrA inh
C/C(=N\N=c1/sc2ccccc2n1C)c1ccccn1	-5	-3	22	-3	-1	26*	i	36*	1.5
CCCc1nn(CCc2ccccn2)c(N)c1CC	-4	7	-11	0	10	-7	i	-8	0.8
Cc1oc(-c2cccc(C(F)(F)F)c2)nc1CN1CCC[C@H]1CO	0	-5	-1	-1	-1	1	i	-1	0.1
CCC(C(=O)NCCc1ccc(S(N)(=O)=O)cc1)c1ccccc1 (configuration not stated)	-3	2	-8	0	1	-1	i	6	-0.6
Cc1cc(C)nc(SC2CC(=O)N(c3ccc(Br)cc3)C2=O)n1 (configuration not stated)	-2	-11	2	4	3	14	i	-10	0.7
CCCn1c(SCC(=O)NCCc2ccc(Cl)cc2Cl)n[nH]c1=O	-2	8	-1	-4	0	1	i	-3	-1.1
CCOc1ccc(OCC)c(S(=O)(=O)N2CCOCC2)c1	-4	5	0	0	-12	-3	i	-4	1.9
Cc1ccccc1OCCCCn1cnc2ccccc21	0	10	4	1	-3	-3	i	5	0.7
CC(=O)Cn1c(CN2CC(C)CC(C)C2)nc2c1c(=O)n(C)c(=O)n2C (configuration not stated)	-4	-9	-6	2	13	12	i	-16	0.6
COc1ccc(C(C)=O)cc1CSc1ccc(S(=O)(=O)N2CCCCC2)cn1	-3	-3	30	5	0	-2	i	15	0.8
COC(=O)CC1c2cc(OC)c(OC)cc2CC(=O)c2cc(OC)c(OC)cc21 (configuration not stated)	0	-5	-15	2	3	4	i	2	0.2
CCCCN(CCCNC(=O)c1ccc2c(c1)NC(=O)CN2C)c1ccccc1	0	0	14	2	-16	-16	i	12	0.1
CCOc1cc(C(=O)Nc2ccc(C(=O)NCCN(CC)CC)cc2)ccc1OCC(=O)N1CCOCC1	2	-10	-7	2	14	13	i	6	0.1
Cc1ccc(NC(=O)c2sc(N)nc2-c2ccccc2)cc1C	-3	-7	1	2	-1	-8	i	19	1.7
COC(=O)[C@]1(C)CCC[C@@]2(C)C3CC[C@@]4(C)C[C@]3(CC[C@H]12)C[C@H]4O (some centres not stated)	1	4	12	3	-3	9	i	-2	-0.3

Sorted by formula weight (low to high): 14 of the compounds above
SMILES	MsrA act	E coli Lon inh	FAS TE block	Rin1 Abl inh	MT1-MMP act inh	CendR NRP1 mod	Neddylation inh	SKN-1 block	MsrA inh
CCCc1nn(CCc2ccccn2)c(N)c1CC	-4	7	-11	0	10	-7	i	-8	0.8
O=C1CC(O)(C(F)F)Oc2ccc3ccccc3c21 (configuration not stated)	-3	8	-1	-2	-5	3	/	-5	2.0
C/C(=N\N=c1/sc2ccccc2n1C)c1ccccn1	-5	-3	22	-3	-1	26*	i	36*	1.5
Cn1nc(N)c2c(-c3ccc(Cl)cc3)c(C#N)c(N)nc21	-5	0	20	-3	3	-5	i	1	1.8
Cc1ccc(NC(=O)c2sc(N)nc2-c2ccccc2)cc1C	-3	-7	1	2	-1	-8	i	19	1.7
Cc1oc(-c2cccc(C(F)(F)F)c2)nc1CN1CCC[C@H]1CO	0	-5	-1	-1	-1	1	i	-1	0.1
CCC(C(=O)NCCc1ccc(S(N)(=O)=O)cc1)c1ccccc1 (configuration not stated)	-3	2	-8	0	1	-1	i	6	-0.6
CN(c1ccccc1C(=O)Nc1cccc([N+](=O)[O-])c1)S(C)(=O)=O	-3	4	-6	1	-7	7	i	-5	-0.2
CC(=O)Nc1ccc(-c2csc(NC(=O)Nc3ccccc3)n2)cc1	-3	2	7	-1	-5	6	i	2	0.4
CC(C)(C)NC(=O)NC(=O)COC(=O)CNC(=O)c1cccc(F)c1	-5	-2	-5	-2	4	-13	i	-23	-0.3
CCCn1c(SCC(=O)NCCc2ccc(Cl)cc2Cl)n[nH]c1=O	-2	8	-1	-4	0	1	i	-3	-1.1
COC(=O)CC1c2cc(OC)c(OC)cc2CC(=O)c2cc(OC)c(OC)cc21 (configuration not stated)	0	-5	-15	2	3	4	i	2	0.2
CCc1noc(C)c1C(=O)N1CCCC(CCC(=O)NCc2ccc(F)c(F)c2)C1 (configuration not stated)	-2	0	-1	3	-6	3	i	7	-0.8
COc1ccc(NC(=S)Nc2nc(CC(=O)Nc3ccccc3OC)cs2)cc1	-3	7	16	2	8	-6	i	5	0.7

From PubChem
